# PLK1 PBD inh = blocks phosphopeptide binding to human PLK1 polo-box domain; Potency, µM, for the others: max response, negative = inhibition, actives largely listed as inhibitors; 2.8% of 360,000 active; AID 720504; P53350; Plk1 PBD binding of FITC phosphopeptide, fluorescence polarization; also: potency is read from the fitted curve at half-maximal effect; series mostly up to about 57 µM; % is scaled to controls: 0 for no effect and ±100 for the full control effect; nearly all actives have a fitted effect of over 65% in size
# Target sequence (P53350 whole entry, looked up, the tested form may be a part): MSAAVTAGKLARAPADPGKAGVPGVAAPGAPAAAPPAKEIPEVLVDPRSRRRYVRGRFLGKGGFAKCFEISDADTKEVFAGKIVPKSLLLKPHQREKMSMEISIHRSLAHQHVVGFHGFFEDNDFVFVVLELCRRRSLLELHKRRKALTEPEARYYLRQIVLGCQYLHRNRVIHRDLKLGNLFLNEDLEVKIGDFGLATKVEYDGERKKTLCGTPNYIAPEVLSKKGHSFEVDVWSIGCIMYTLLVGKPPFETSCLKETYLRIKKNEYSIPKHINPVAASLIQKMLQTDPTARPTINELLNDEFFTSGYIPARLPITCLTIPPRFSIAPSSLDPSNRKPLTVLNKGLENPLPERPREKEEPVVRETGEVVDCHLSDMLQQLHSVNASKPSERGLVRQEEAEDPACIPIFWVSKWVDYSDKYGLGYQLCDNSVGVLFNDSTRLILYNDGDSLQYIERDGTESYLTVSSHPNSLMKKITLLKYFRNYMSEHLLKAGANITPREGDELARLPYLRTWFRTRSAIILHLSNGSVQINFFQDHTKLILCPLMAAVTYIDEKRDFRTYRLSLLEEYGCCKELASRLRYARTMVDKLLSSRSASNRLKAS
# IL-2 act = activates IL-2 in a cell-based reporter assay | activation, % (series mostly up to about 46 µM) | 0.065% of 360,000 active | AID 652025 | IL-2 activation reporter assay, cell-based qHTS; stimulated with anti-CD3/CD4/CD28 beads; in transgenic mouse T cells; in the data active = activation above about 50%; inconclusive = mostly about 30% to 49%; also: 0% is about no effect
#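 First, unstimulated transgenic mouse T cells were exposed to compound for 60 min. Next, anti-CD3/anti-CD4-coated beads with anti-CD28 were added. Finally, after 18 h at 37 degrees C, EGFP and DsRed were imaged.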
# WRN inhibitor = inhibitors of human WRN helicase | Q14191 | WRN helicase unwinding, fluorescent forked duplex, kinetic | Potency, µM (highest dose often 114 µM), without a hit: top-dose activity change, negative = inhibition, most hits filed as inhibitors | 0.46% of 360,000 active | AID 651768; also: potency is read from the fitted curve at half-maximal effect; % is scaled to controls: 0 for no effect and ±100 for the full control effect; nearly all actives have a fitted effect of over 55% in size
#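 Primary qHTS, 1536-well format. 20 nM WRN + compound, 15 min RT; start with 100 nM forked fluorophore/quencher duplex, 2 mM ATP (final); kinetic read ex 525/em 598 nm.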
# Abeta rescue = compounds reversing amyloid beta toxicity in yeast. Potency, µM (highest dose often 46.1 µM), without a hit: at the highest dose growth rescue, most hits filed as activators. 0.063% of 410,000 active. yeast expressing A-beta42, growth rescue, OD600, 48 h; response scale: 0% DMSO, 100% iron-clioquinol control; also: potency is read from the fitted curve at half-maximal effect; nearly all actives have a fitted effect of over 55% in size
#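 Growth rescue measured by 600 nm absorbance after 48 h yeast culture at 30 C with compound. Values normalized between DMSO and an equimolar ferric chloride plus clioquinol control.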
# FUS suppressor = FUS proteinopathy suppression in yeast; S. cerevisiae FUS-expressing, growth rescue, OD600, 24 h; Potency, µM (doses to about 76.6 µM), for the others: at the top dose growth rescue (activation), usual class: activators; 0.24% of 390,000 active;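 also: potency is read from the fitted curve at half-maximal effect; plate controls were DMSO vehicle for no effect and reference control for full effect; nearly all actives have a fitted effect of over 55% in size; some results filed as inactive show a strong effect at the top dose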
#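 Quantitative HTS measuring growth restoration of FUS-toxic yeast. Galactose-induced cells (OD 0.005) were exposed 24hr at 30C to compounds at several concentrations, then absorbance at 600 nm was recorded.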
# PI5P4Ka inh = inhibitors of human PI5P4K alpha | P48426 | PI5P4Kalpha enzyme, ADP-Glo luminescence, 60 min; hits give low values | max response, % | 1.2% of 330,000 active | AID 652105; active = max response of -50% or lower; inconclusive = between -30% and -50%; inactive = -30% or higher; also: value at the top dose of about 77 µM; % is scaled to controls: 0 for no effect and ±100 for the full control effect
# Target sequence (P48426 whole entry, looked up): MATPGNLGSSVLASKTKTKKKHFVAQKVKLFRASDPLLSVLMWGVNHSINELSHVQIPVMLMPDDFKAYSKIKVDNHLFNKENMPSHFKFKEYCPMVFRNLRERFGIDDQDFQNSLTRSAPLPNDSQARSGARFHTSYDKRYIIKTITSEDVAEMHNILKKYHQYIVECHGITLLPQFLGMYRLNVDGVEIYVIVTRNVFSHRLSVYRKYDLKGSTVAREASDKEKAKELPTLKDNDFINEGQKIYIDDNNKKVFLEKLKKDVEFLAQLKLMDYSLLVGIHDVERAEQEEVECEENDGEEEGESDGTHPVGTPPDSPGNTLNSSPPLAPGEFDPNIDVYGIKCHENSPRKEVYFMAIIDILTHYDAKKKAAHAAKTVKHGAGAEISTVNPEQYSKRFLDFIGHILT
#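 Luminescence from ADP-Glo served as readout of PI5P4Kalpha activity in a qHTS format. Reaction: enzyme, substrate, compound, ATP at 5 microM final, 60 min at RT.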
# EPAC1 antagonist = antagonists of human EPAC1. O95398. EPAC1 GEF assay, Rap1b-BODIPY-GDP exchange fluorescence. Potency, µM (series often up to 115 µM), inactives show top-dose activity change, negative = inhibition, most hits filed as inhibitors. 0.14% of 360,000 active. AID 720709;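 also: potency is read from the fitted curve at half-maximal effect; plate controls were vehicle for no effect and positive control for full effect; nearly all actives have a fitted effect of over 50% in size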
# EPAC1 agonist = agonists of human EPAC1 | Potency, µM (top dose mostly 154 µM), inactives show at the highest dose activation, actives largely listed as activators | AID 720707 | EPAC1 agonist qHTS, biochemical assay; response scale: 100% = response to 6.5 mM cAMP | 0.073% of 360,000 active | O95398; also: potency is read from the fitted curve at half-maximal effect; nearly all actives have a fitted effect of over 60% in size
#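 Fluorescent GDP-exchange assay: 100 nM EPAC1 with 250 nM Rap1B preloaded with BODIPY-GDP and 50 uM GDP; compounds tested as concentration series, 5 min at room temperature, then read every 5 min for 30 min (ex 480/em 540 nm); normalized to 6.5 mM cAMP.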
# * marks the source's active call; other numbers are inactive results; u = inconclusive; x = no result given; [ ] = dose if it differs, or a comment. Unless noted, calls follow the shape of the dose curve; as a rule, active = well fitted curve in the direction sought with a large enough effect; inconclusive = small, poorly fitted or top-dose-only effect, or another doubt; inactive = no such curve, though single readings can be large; an effect the other way counts as inactive or inconclusive.
SMILES,PLK1 PBD inh,IL-2 act,WRN inhibitor,Abeta rescue,FUS suppressor,PI5P4Ka inh,EPAC1 antagonist,EPAC1 agonist
COc1ccc(NC(=O)c2sc(=O)n(Cc3cccc(C(F)(F)F)c3)c2C)cc1OC,-2%,-0.3,6%[57.1 µM],-5%,24%,4,-24%,-9%
N#CC1=C2N=C(N)c3c(sc4c3CCCCC4)N2C2=C(C(=O)CCC2)C1c1ccccc1 (stereo not drawn),-7%,1.5,-5%,10%,u,x,u,3%
COc1cc(OC)c(S(=O)(=O)Nc2ccccc2C(=O)O)cc1S(=O)(=O)Nc1ccccc1C(=O)O,-10%,-0.1,-1%,0%,-4%,-19,-1%,6%
COc1ccc(Cc2c(N)nc(N)nc2N)cc1,-14%,-0.2,7%,13%,-112%[inhibitor],6,-2%,-5%
CC(=O)OC1COC(N2CCc3ccccc32)C(OC(C)=O)C1OC(C)=O (stereo not drawn),-20%,-2.7,-20%,-19%,30%,u,-10%,2%
O=CN1CCN(C(=O)c2ccccc2Cl)CC1,-6%,0.6,-4%,4%,-9%,-1,0%,5%
O=C(C1=C[C@H](c2ccc3c(c2)OCO3)C[C@H](OCCCCO)O1)N1CCN(Cc2ccc3c(c2)OCO3)CC1,-3%,0.4,-2%,2%,1%,-2,-9%,10%
CCC(COC(=O)Nc1cccc(C)c1C)NC(=O)OCC(C)C (stereo not drawn),-1%,-3.2,1%,-14%,17%,x,-6%,2%
CC(=O)NC(c1ccc(F)cc1)c1cccnc1 (stereo not drawn),-1%,0.8,-5%,-16%,-9%,1,2%,7%
COc1ccc(Nc2nnc(C)c(=O)[nH]2)c(OC)c1,8%,-0.2,-1%,-5%,4%,6,8%,-1%
Cc1ccc(CN2C(=O)C(C)(C)Oc3ccc(C(=O)N4CCCCC4)cc32)cc1,4%,1.6,-7%,-18%,29%,2,11%,0%
CC12CCC(=O)N1C(C(=O)Nc1nnc(SCc3ccccc3F)s1)CS2 (stereo not drawn),u,-0.1,-1%,6%,34%,8,-2%,6%
CC(Oc1cccc(Cl)c1)C(=O)NC1CC(C)(C)NC(C)(C)C1 (stereo not drawn),-8%,0.2,-16%,-13%,x,7,-3%,5%
COc1cnn(-c2cccc(C)c2)c(=O)c1Cl,2%,-0.3,12%,2%,-23%,3,15%,-8%
CCc1ccc(CNC(=O)C(=O)NCC2CCCO2)cc1 (stereo not drawn),-13%,-2.4,4%,8%,4%,-1,6%,12%
CC(SC(C)C(=O)NN=Cc1cccc(Cl)c1)C(=O)NN=Cc1cccc(Cl)c1 (stereo not drawn),5%,-0.9,3%,-2%,-9%,-6,-3%,-3%
N/C(=N/O)c1nc(N2CCCC2)nc(N2CCCC2)n1,-5%,-0.4,-15%,-20%,8%,2,1%,-11%
O=C1OCC(CC2=C(O)C(=O)OC2)=C1O,-7%,0.7,7%,11%,-18%,0,8%,7%
CCS(=O)(=O)Nc1cccc(-c2cc(-c3ccccc3)c3cc(C)ccc3n2)c1,-12%,-0.6,-14%,-15%,u,2,-6%,21%
O=C(Cc1cccc(NC(=O)C2CCCN(C(=O)C3CCCCC3)C2)c1)Nc1cccc(C(=O)N2CCOCC2)c1 (stereo not drawn),1%,0.3,-1%,8%,9%,-1,-2%,5%
CC(C)c1ccc(NC2CCCN(C(=O)c3cccs3)C2)cc1 (stereo not drawn),8%,6.6,4%[57.1 µM],-14%,10%,15,6%,-6%
C=CC[C@@H](CC(=O)NCCO)C(=O)N[C@@H](COC(=O)[C@@H](CC=C)Cc1ccc(F)cc1)Cc1ccccc1,-10%,-4.0,-3%,-17%,31%,-1,-13%,-4%
CC12CN(C(=O)c3ccc([N+](=O)[O-])cc3)CC(C)(CN(C(=O)c3ccc([N+](=O)[O-])cc3)C1)C2=O,1%,-0.5,-2%,5%,-1%,1,-11%,14%
Cc1ccc(-c2nnc(-c3ccc4ccccc4c3)o2)cc1,-2%,0.3,-1%,-3%,x,3,-3%,-3%
CN(CC(=O)Nc1ccc(Cl)c(C(F)(F)F)c1)C(=O)c1cc(-c2ccncc2)nc2ccccc12,-1%,3.8,-5%,21%,5%,0,-14%,-18%
# Going on with the list:
SMILES,PLK1 PBD inh,IL-2 act,WRN inhibitor,Abeta rescue,FUS suppressor,PI5P4Ka inh,EPAC1 antagonist,EPAC1 agonist
CSCCC(NC(=O)c1cc(C(C)(C)C)oc1C)C(=O)O (stereo not drawn),-5%,-2.9,-4%[57.1 µM],-1%,-10%,x,10%,-4%
Nc1c(C(=O)c2ccccc2)sc2nsc(SCCN3CCOCC3)c12,3%,5.0,-12%,-13%,13%,0,25%,89µM*
COCC(=O)N1CCC(Oc2ccc(C(=O)N3C[C@@H](C)O[C@@H](C)C3)cc2)CC1,3%,-0.8,-13%,4%,x,6,-8%,0%
O=C(NCc1ccc(F)cc1)C1CCCN(c2cnccn2)C1 (stereo not drawn),3%,-1.0,2%,6%,-32%,2,-18%,-12%
O=C(COC(=O)COc1ccc(Cl)cc1)NCCCc1ccccc1,u,7.8,-3%,-13%,17%,-2,u,2%
Cn1c(SCc2ccccc2Br)nc2ccccc2c1=O,-1%,-0.8,-1%,-13%,-16%,21,0%,3%
CCCCN1C2CCCC1CC(NC(=O)c1cccc(Cl)c1)C2 (stereo not drawn),-7%,0.3,-2%,4%,-14%,-1,4%,-5%
CCCC(=O)CN1C(=O)C2(OCCO2)c2ccccc21,-1%,-0.1,4%,11%,9%,-1,3%,-2%
Cc1ccc(S(=O)(=O)Nc2ccccn2)cc1[N+](=O)[O-],5%,-0.3,4%,-6%,-5%,-4,-13%,-1%
CCCOC(=O)c1c(-c2ccccc2)nc(CC)c(C(=O)SCC)c1CCC,-11%,-0.4,-1%,-18%,-31%,-2,3%,-21%
O=C(NCCOc1ccccc1)c1n[nH]c(=O)c2ccccc12,-9%,-0.4,-3%,-7%,24%,x,-7%,8%
C=CCN1c2ccccc2[C@]23C[C@@H](C(=O)OC)N(C(C)=O)C2=NC(C(=O)OC)=C(C(=O)OC)[C@H]13,4%,-0.3,10%,3%,27%,-3,-3%,5%
COc1ccc(CCNC(=O)Nc2nc(CN)cs2)cc1OC,-8%,-0.5,6%,-20%,-14%,-20,-2%,2%
OCc1cn(-c2ccccc2)nc1-c1ccc2c(c1)OCCO2,-3%,0.2,-15%,2%,7%,0,-15%,3%
Cc1ccc2oc(-c3cccc(N)c3)nc2c1,u,0.7,-5%,-29%,27%,1,1%,-3%
CC(=O)c1cccc(NC(=O)CN(C)S(=O)(=O)c2cccc3nsnc23)c1,-3%,0.1,-6%,-9%,-21%,3,u,3%
O=C1C=C(N2CCOCC2)c2cccc3cccc1c23,-29%,-1.6,-21%,-25%,-3%,-9,-9%,1%
CC(C)C[C@H]1CN([C@@H](CC(C)C)CN2CCCC2CN2C(=S)NC[C@@H]2Cc2ccccc2)C(=S)N1CC1CCCCC1 (stereo partly drawn),-3%,-0.3,-2%,25%,u,4,21%,-9%
Cc1cccc(C)c1OCc1nnc(SCC(=O)Nc2ccc(N3CCOCC3)cc2)o1,-4%,-0.2,-6%,-8%,-7%,4,2%,-4%
CCOc1cc2c(cc1OCC)C(C(=O)O)C(c1ccc(OC)c(O)c1)N(C)C2=O (stereo not drawn),-10%,0.4,0%,-7%,9%,5,-7%,0%
COc1ccc(/C=C/C(=O)O)cc1S(=O)(=O)N1CCC(C)CC1,-12%,1.5,2%[11.6 µM],16%,8%,-2,0%,11%
CC(C(=O)NCCN1C(=O)S/C(=C\c2cccs2)C1=O)N1C(=O)c2ccccc2C1=O (stereo not drawn),-10%,-2.2,2%,2%,3%,-2,-9%,0%
COc1ccc(Cc2c(C)nc(N)nc2Cl)cc1,-21%,0.1,-8%,6%,-6%,6,u,10%
CCCNC(=O)C(Cc1cccc(C#N)c1)NC(=O)c1cccc([N+](=O)[O-])c1 (stereo not drawn),1%,-0.6,7%,-7%,-14%,7,-5%,6%
COc1cc(/C=N\Nc2ccc([N+](=O)[O-])cc2)ccc1OCC(=O)Nc1ccc(C)c(C)c1,14%,2.0,4%,8%,-2%,-16,5%,-17%
# (further entries)
SMILES,PLK1 PBD inh,IL-2 act,WRN inhibitor,Abeta rescue,FUS suppressor,PI5P4Ka inh,EPAC1 antagonist,EPAC1 agonist
Cc1cc(NC(=O)c2n[nH]c(=O)c3ccccc23)ccc1Br,4%,-1.1,-9%,-5%,-2%,10,-3%,-10%
Cc1ccc(C)c2nc(SCC(=O)NCc3cccs3)c(C#N)cc12,-7%,-1.2,-5%,4%,-1%,x,7%,5%
COc1ccc(NC(=O)Nc2ccc3c(c2)C(=O)N([C@@H](C)CO)C[C@@H](C)[C@@H](CN(C)S(=O)(=O)c2cn(C)cn2)O3)cc1,-7%,0.1,-1%,-2%,13%,-2,-18%,-4%
O=C1/C(=C/c2cccc([N+](=O)[O-])c2)CCc2ccccc21,-15%,-0.1,-8%,-49%[inhibitor],x,7,-24%,17%
O=c1cc(CSc2ccc(Cl)cc2)nc(N2CCCCC2)[nH]1,-7%,-1.1,-5%,9%,9%,1,1%,4%
CCOc1ccc(C(=O)Nc2ccc3nc(N4CCN(CC)CC4)cc(C)c3c2)cc1,-9%,-0.1,-2%,-8%,8%,0,-5%,10%
CC1=C(C(=O)N2CCCC(N3CCN(c4cccc(Cl)c4)CC3)C2)OCCO1 (stereo not drawn),-2%,-1.0,3%,-9%,12%,2,2%,-9%
COc1ccc(Cl)cc1NC(=O)CN(C)C(=O)c1cccc(S(=O)(=O)N2CCN(C)CC2)c1,6%,3.3,5%,8%,x,4,-14%,3%
Cc1cc(NC(=O)C(C)SCC(=O)Nc2ccccc2OC(F)F)no1 (stereo not drawn),-9%,-1.4,-21%,-6%,x,5,-9%,-3%
COC(=O)CCCCCC(CCC(=O)OC)NC(C)=O (stereo not drawn),-3%,-0.3,17%,-16%,16%,0,13%,-4%
COC(=O)c1c(NC(=O)Cc2cccs2)sc2c1CCC(C)C2 (stereo not drawn),21µM*,-2.5,-14%,-3%,-10%,x,2%,4%
Cc1ccc(Nc2ncnc3sc(C)c(C)c23)cc1C,-6%,0.5,1%,-16%,25%,-30,2%,-2%

# A second format for three compounds above:
# Every second line gives: PLK1 PBD inh, IL-2 act, WRN inhibitor, Abeta rescue, FUS suppressor, PI5P4Ka inh, EPAC1 antagonist, EPAC1 agonist
CC1=C(C(=O)N2CCCC(N3CCN(c4cccc(Cl)c4)CC3)C2)OCCO1 (stereo not drawn)
  -2%, -1.0, 3%, -9%, 12%, 2, 2%, -9%
COc1ccc(Cl)cc1NC(=O)CN(C)C(=O)c1cccc(S(=O)(=O)N2CCN(C)CC2)c1
  6%, 3.3, 5%, 8%, x, 4, -14%, 3%
Cc1cc(NC(=O)C(C)SCC(=O)Nc2ccccc2OC(F)F)no1 (stereo not drawn)
  -9%, -1.4, -21%, -6%, x, 5, -9%, -3%
